Screens deposited in PubChem BioAssay by Fisher Drug Discovery Resource Center.
hcGAS lum: Primary biochemical luminescence assay for human cyclic GMP-AMP synthase inhibitors; recombinant h-cGAS, ATP depletion, Kinase-Glo luminescence; inhibition, % at 12.5 µM; 290,000 tested, 0.081% active; AID 1259398, 2018;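 further: 0% = vehicle reaction and 100% = reaction without DNA for no activity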
Target sequence (Q8N884 whole entry, looked up): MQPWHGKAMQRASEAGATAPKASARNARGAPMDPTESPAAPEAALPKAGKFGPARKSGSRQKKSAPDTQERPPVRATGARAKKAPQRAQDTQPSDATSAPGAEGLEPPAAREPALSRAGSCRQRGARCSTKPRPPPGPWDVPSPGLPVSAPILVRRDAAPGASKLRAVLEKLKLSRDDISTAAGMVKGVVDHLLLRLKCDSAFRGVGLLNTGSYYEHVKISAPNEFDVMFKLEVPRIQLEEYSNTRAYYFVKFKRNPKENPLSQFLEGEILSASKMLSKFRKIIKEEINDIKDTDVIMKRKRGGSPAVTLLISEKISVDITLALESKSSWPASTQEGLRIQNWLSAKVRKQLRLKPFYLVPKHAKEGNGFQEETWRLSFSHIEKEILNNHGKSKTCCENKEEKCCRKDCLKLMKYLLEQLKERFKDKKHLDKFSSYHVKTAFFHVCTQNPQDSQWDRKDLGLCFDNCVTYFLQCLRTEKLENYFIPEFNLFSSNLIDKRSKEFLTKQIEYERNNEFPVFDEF
NPYLR7 ag: agonists of mosquito NPYLR7 receptor, primary screen, cell-based, Aedes aegypti, calcium fluorescence, mosquito biting behavior. Aedes aegypti neuropeptide Y-like receptor 7 (NPYLR7). HEK293T NPYLR7/Galpha15, GCaMP6s calcium fluorescence. activation, % at 10 µM. 270,000 tested, 0.15% active; in the data active means activation above about 40%;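 further: 0% = vehicle and 100% = reference agonist at the receptor; some compounds past the cut are filed as inactive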
mcGAS inh: cyclic GMP-AMP synthase inhibitors, mouse, primary biochemical chemiluminescence. inhibition, % at 12.5 µM. recombinant cGAS, Kinase-Glo ATP depletion luminescence. 160,000 tested, 0.15% active. Q8C6L5. AID 1259399, 2018;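 further: 0% = negative control wells and 100% = reference inhibitor with no enzyme activity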
Active calls of the source: *; . = no result given. Unless noted, no stated cut-off is given here; in the data, active means inhibition above about 40%; inactive means the rest.

SMILES | hcGAS lum | NPYLR7 ag | mcGAS inh
COc1cccc(OC)c1-c1cnnc(N(C)CC2(c3ccccc3)CC2(C)C)n1 (stereo unspecified) | -4 | . | -11
CC(C)NC(=O)CSCc1ccc(F)cc1Br | -5 | 0 | .
COc1ccccc1-c1cccc(C(=O)N2CCCC(N(C)C)CC2)c1 (stereo unspecified) | -6 | -1 | .
CCOC(=O)c1nc2cc(C)c(C)cc2nc1N1CCN(C(=O)C2=COc3ccc(Cl)cc3C2)CC1 | 5 | 0 | 3
COc1cccc(CN2CCn3nc(C(=O)Nc4ccc5c(c4)CCC5)cc3C2=O)c1 | -3 | 21 | -5
CSc1nnc(SCc2nnsc2Cl)s1 | -14 | 11 | .
COc1ccccc1C(=O)OCCN=C1NS(=O)(=O)c2ccccc21 | 7 | 5 | -7
CC(C)N(Cc1ccc(OS(=O)(=O)c2ccc(F)cc2)cc1)S(=O)(=O)c1ccccc1 | -4 | 22 | -5
CC(C)CCn1c(CCNC(=O)C2CCCCC2)nc2ccccc21 | -7 | -8 | .
CCOCCn1nc(C)cc1-c1nc(CC)nn1C1CCCCC1 | -15 | . | -7
O=C(NCc1cccnc1)c1cc(S(=O)(=O)N2CCCCC2)ccc1Cl | -4 | -8 | -4
COc1cc(-c2ccc(=O)n(CC(=O)Nc3cccc(C(F)(F)F)c3)n2)cc(OC)c1OC | -3 | 11 | .
O=C(CCN1CCC(OCc2cccnc2)CC1)NC1CCCCCC1 | -5 | -3 | .
CCNC/C=C/COc1ccc(C)c(C)c1 | -1 | -5 | -3
COc1ccc(S(=O)(=O)N2CCC(Cc3ccccc3)CC2)cc1N1CCN(C(=O)c2ccc([N+](=O)[O-])o2)CC1 | -6 | -3 | -6
O=C(Nn1cnc2c(cnn2-c2ccccc2)c1=O)C1(c2ccc(Cl)cc2)CCCC1 | -10 | 6 | .
O=S(=O)(C1=Cc2ccccc2CC1)N1CCCC(c2nc3ccccc3s2)C1 (stereo unspecified) | -7 | 2 | -4
O=C(Cc1cn2ccsc2n1)NN=Cc1ccc(N2CCOCC2)s1 | -6 | 0 | -4
CCCNC(=O)c1nn(-c2ccc(C)cc2)c(=O)cc1OC | -4 | -9 | 0
COc1ccccc1CC1(C)C(=O)Nc2ccc(-c3cccnc3)cc21 (stereo unspecified) | -1 | -2 | -2
O=S(=O)(c1ccc(Cl)cc1)N1CCN(CC(OCc2ccc(C(F)(F)F)cc2)c2ccc(Cl)cc2)CC1 (stereo unspecified) | -7 | 20 | -7
Cc1cccc(-c2cc(N)n(-c3ccc(C(=O)NCCc4cccs4)cc3)n2)c1 | -1 | -6 | -5
O=C(CCc1ccncc1)N1CCOC(CC2CCCCC2)C1 (stereo unspecified) | -11 | 5 | .
CCc1c(-c2csc(N3CCSCC3)n2)[nH]c(C)c1C(C)=O | -5 | 2 | .
CCCc1[nH]n(-c2cccc(Cl)c2)c(=O)c1C1=C([n+]2cccc(C)c2)C(=O)N(CC(C)C)C1=O | -1 | -16 | 0

Single records, from the list above. Screens in order: hcGAS lum	NPYLR7 ag	mcGAS inh
Results for CCc1c(-c2csc(N3CCSCC3)n2)[nH]c(C)c1C(C)=O → -5	2	.
Results for O=C(NCc1cccnc1)c1cc(S(=O)(=O)N2CCCCC2)ccc1Cl → -4	-8	-4
Results for O=C(CCc1ccncc1)N1CCOC(CC2CCCCC2)C1 (stereo unspecified) → -11	5	.
Results for CCNC/C=C/COc1ccc(C)c(C)c1 → -1	-5	-3
Results for CC(C)N(Cc1ccc(OS(=O)(=O)c2ccc(F)cc2)cc1)S(=O)(=O)c1ccccc1 → -4	22	-5

(cont.)
SMILES | hcGAS lum | NPYLR7 ag | mcGAS inh
CCOC(=O)c1cccnc1N1CCn2nc(C(=O)N3CCOCC3)cc2C1 | -5 | 3 | .
COc1ccc(CCOC(=O)C2CCCCN2C(=O)c2cccnc2Oc2ccccc2)cc1OC (stereo unspecified) | -1 | -10 | 0
COCCOc1nc(-c2cccc(OC)c2)n(-c2cccc(NC(=O)CC(C)C)c2)n1 | -2 | 26 | -9
COc1cc2c(cc1CN1CCN(c3cncc(C(N)=O)n3)CC1)CCC2 | -9 | -5 | -12
O=C(c1cncc(N2CCOC(c3ccc(Cl)cc3)C2)n1)N1CCCC1 (stereo unspecified) | -8 | 3 | .
COc1ccc(-c2cn3c(CCC(=O)N4CCN(c5ccccc5)CC4)csc3n2)cc1 | -9 | 4 | .
Cc1ccoc1C(=O)N(C)CC(=O)Nc1ccc(F)cc1 | -16 | 2 | -9
COc1cc(C2C3=C(CC(C)(C)CC3=O)OC(=N)C2C#N)ccc1OCC(N)=O (stereo unspecified) | -2 | 12 | -6
COC(=O)c1cc2n(n1)CCN(Cc1nc(C(C)C)cs1)C2 | -3 | 13 | .
Nc1ccc(S(=O)(=O)c2cccc(N)c2)cc1 | -13 | 9 | .
O=C1NC(=Nc2ccccc2)S/C1=C/c1ccc2c(c1)OCO2 | -2 | 18 | -3
Cc1ccc(-c2nnc(CNC(C)CN3CCc4ccccc4C3)o2)n1C (stereo unspecified) | -4 | -1 | 0
COc1ccc(-c2cc3c4c(C)n(C)c(C)c4c(C)nn3c2)cc1 | -7 | -4 | .
COc1cc2cc(C(=O)O)n(C)c2c(OC)c1OC | 0 | -1 | -3
COc1cc(OC)cc(C(=O)N2CCc3ccccc3C2c2ccccc2Cl)c1 (stereo unspecified) | -11 | 20 | -2
O=C(Nc1ccccc1I)c1cc(F)cc(F)c1 | -5 | 1 | -4
COc1nc(-c2ccc(C)cc2)n(-c2ccc(NC(=O)C(Cl)c3ccccc3)cc2)n1 (stereo unspecified) | 1 | 28 | -3
Fc1ccc(C2CC(c3ccc(Br)cc3)=Nc3nnnn32)cc1Br (stereo unspecified) | -4 | -1 | .
CC(C)NC(=O)N(Cc1ccccc1Cl)CC1CC(c2ccc(Cl)c(Cl)c2)=NO1 (stereo unspecified) | -7 | 23 | -9
Cc1ccsc1CNc1cccc(C(=O)N[C@H]2COC[C@@H]2N2CCOCC2)c1 | -6 | 9 | -17
CC(OC(=O)c1cc(Cl)ccc1O)C(=O)NC(N)=O (stereo unspecified) | 8 | -1 | .
COc1cccc2c(C)c(C(=O)NCCN3CCN(C)CC3)oc12 | -8 | 7 | .
CCOC(=O)[C@H]1CN2CCN(c3ccccn3)C[C@@H]2[C@@H]1c1ccccc1 | 2 | 5 | 4
COc1ccc(C2CCCN2C(=O)c2ccc3c(c2)OCC(=O)N3)cc1 (stereo unspecified) | -9 | 2 | .
c1cnc(-c2nc(Cn3cnnc3)cs2)nc1 | -1 | 5 | .

A second format for some results above:
molecule,hcGAS lum,NPYLR7 ag,mcGAS inh
COc1cc(OC)cc(C(=O)N2CCc3ccccc3C2c2ccccc2Cl)c1 (stereo unspecified),-11,20,-2
O=C(Nc1ccccc1I)c1cc(F)cc(F)c1,-5,1,-4
COc1nc(-c2ccc(C)cc2)n(-c2ccc(NC(=O)C(Cl)c3ccccc3)cc2)n1 (stereo unspecified),1,28,-3
Fc1ccc(C2CC(c3ccc(Br)cc3)=Nc3nnnn32)cc1Br (stereo unspecified),-4,-1,.
CC(C)NC(=O)N(Cc1ccccc1Cl)CC1CC(c2ccc(Cl)c(Cl)c2)=NO1 (stereo unspecified),-7,23,-9
Cc1ccsc1CNc1cccc(C(=O)N[C@H]2COC[C@@H]2N2CCOCC2)c1,-6,9,-17
CC(OC(=O)c1cc(Cl)ccc1O)C(=O)NC(N)=O (stereo unspecified),8,-1,.

The results go on:
SMILES | hcGAS lum | NPYLR7 ag | mcGAS inh
CC(C)Oc1ccc(C(C)NC(=O)Cn2[nH]c(=O)ccc2=O)cc1 (stereo unspecified) | -9 | 9 | -16
COc1ccccc1NCC(O)COc1cc(Cl)ccc1Cl (stereo unspecified) | 6 | 3 | .
Cn1c(SCC(=O)N2CCCCCCC2)nnc1C1COc2ccccc2O1 (stereo unspecified) | -5 | -1 | .
Cc1ccn2c(CNC(C)CCCC(C)(C)O)c(C(=O)N3CCCCCC3)nc2c1 (stereo unspecified) | 5 | -10 | 1
Cc1cccn2c(NC(C)(C)CC(C)(C)C)c(-c3cccc(OC(=O)c4cccc(Br)c4)c3)nc12 | -7 | 13 | -7
CN(C)c1ccc(NC(=O)C2CCCC2)cc1CN(Cc1ccc(F)cc1)S(C)(=O)=O | -4 | -6 | 2
COCCN(Cc1nc(C(=O)NC(Cc2ccccc2)c2ccccc2)cs1)C(=O)Nc1ccc(Cl)c(Cl)c1 (stereo unspecified) | -7 | -3 | -4
c1ccc(-c2noc(CN3CCCC(c4ccccc4)C3)n2)cc1 (stereo unspecified) | -1 | 5 | .
CCC(O)CN1CCN(Cc2cc(F)cc3cccnc23)CC1 (stereo unspecified) | -12 | -21 | .
CCn1c(SCc2cc(C)ccc2C)nc2c(c1=O)SCC2 | -6 | -2 | -7
CC(OC(=O)c1ccccc1NCc1ccco1)C(=O)NNC(=O)c1ccccc1 (stereo unspecified) | -3 | 28 | .
O=C(Nc1ccc(N2CCC(N3CCCN(Cc4ccc(F)cc4)CC3)CC2)cc1)C1CCCC1 | 0 | 27 | -10
CCOC(=O)c1c(NC(=O)c2ccc(F)cc2)sc(C(=O)Nc2ccccc2OC)c1C | -5 | -7 | .
Cc1nnc(CNC(=O)C2(N(C)CCc3ccccc3)Cc3ccccc3C2)o1 | -6 | -4 | -12
CC(C)(C)c1ccc(CC(=O)N2CCC2(C)C(=O)Nc2cccc3c2CCCC3)cc1 (stereo unspecified) | 1 | -4 | -4
CC(C)(C)c1cc(CN2CCCC3(C2)C(=O)Nc2ccccc23)[nH]n1 (stereo unspecified) | -6 | 3 | -16
O=C(Nc1ccnn1CC1CCOC1)C1CC1c1ccc(Cl)cc1 (stereo unspecified) | -6 | 12 | -6
CCc1cccc(N(C(=O)c2cccc(S(C)(=O)=O)c2)C2CC3CCC2C3)c1 (stereo unspecified) | -8 | 6 | .
c1cc2nonc2cc1CN1CCCn2cncc2C1 | -3 | 1 | -7
CNCc1cc(-c2ccc(C)c3ncccc23)ccc1OC | 1 | 7 | -6
CC1CCN(c2ccc(C(=O)NCC3CCCO3)cc2S(=O)(=O)N2CCC(C)CC2)CC1 (stereo unspecified) | -7 | . | -3
CC(C)Cn1cncc1CNC(=O)CC1C(=O)NCCN1C1CCCC1 (stereo unspecified) | -4 | 6 | -17
COc1ccccc1-c1nc(NC(=O)c2cnc(C(C)(C)C)s2)n[nH]1 | -8 | 13 | -15
CCN(CC)c1onc(-c2ccc(F)cc2)c1CN(CCOC)C(=O)Nc1ccc(C)cc1 | -6 | 8 | -6
CCSc1nc(NC(C)C)c2cnn(CCNC(=O)c3ccc4c(c3)OCO4)c2n1 | 3 | 3 | -7
Later entries.
SMILES | hcGAS lum | NPYLR7 ag | mcGAS inh
CC(=O)c1cccc(NC(=O)c2cnn3c(C(F)(F)F)cc(-c4ccc(F)cc4)nc23)c1 | -6 | -8 | -6
Clc1ccc(-c2cnc(CSc3nnnn3C3CCCC3)o2)cc1 | -4 | 6 | .
CCOC(=O)N1CCN(Cc2ccc3c(c2)CN(C(=O)CCc2c[nH]c4ccccc24)CCO3)CC1 | 1 | -5 | -4
Cc1ccccc1CO[C@]1(C(=O)NC(C)C)CC(OCc2ccccc2C#N)[C@H](O)[C@H](O)C1 (stereo partly specified) | -4 | 3 | -3
CCC(CC)C(=O)NCCCn1nc(-c2ccncc2)ccc1=O | -2 | 18 | .
COc1ccc(C2CC(c3ccc([N+](=O)[O-])cc3)=NN2c2ccccc2)cc1 (stereo unspecified) | 1 | -4 | 0
CCCc1nc(N2CCCOC(CN3CCOCC3)C2)c2cnn(C)c2n1 (stereo unspecified) | -3 | 4 | -11
COC(=O)NCC(c1ccc2c(c1)OCO2)N1CCN(c2ccccc2)CC1 (stereo unspecified) | -7 | -1 | -8
CSc1cccc(NC(=O)N2CCCCC2CCn2ccnc2C)c1 (stereo unspecified) | -9 | -2 | .
CC(c1cccs1)N(C)CC(=O)c1c(N)n(C)c(=O)n(C)c1=O (stereo unspecified) | -2 | 4 | .
COCC(C)NC(=O)c1noc(C)c1[N+](=O)[O-] (stereo unspecified) | -3 | 12 | -4
CCCCCCCOc1ccc(NC(=O)NCC(=O)N2CCC(C(=O)Nc3ccc(OC)cc3)CC2)cc1 | -6 | 32 | -7
O=S1(=O)NC(=NCCc2ccc(F)cc2)c2ccccc21 | -3 | 19 | .
Cc1[nH]c(-c2ccccc2)nc1C(=O)NC1CCCN(Cc2ccccn2)C1 (stereo unspecified) | -6 | 5 | .
